Screens (PubChem BioAssay)
M1 ag parental – counter-screen for M1 agonists: effect in parental CHO-K1 cells; Fluo-8 calcium fluorescence; scaled to maximal ATP response, vehicle zero; activation, % at 3 µM; 360,000 compounds, 0.48% hits; AID 602248; in the data active means activation above about 15%;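 further: untransfected CHO-K1 host cells lacking M1 receptor as counterscreen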
OXTR potentiate – potentiators of human oxytocin receptor; P30559; CHO-OTR cells, Fluo-8 calcium fluorescence, potentiator mode; 0% = oxytocin EC15, 100% = EC100; activation, % at 3 µM; 320,000 compounds, 0.061% hits; AID 2445;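 active means activation above that plate's cutoff, the mean activation of tested compounds plus 3 SD, cut at about 6.6% in these data, passing the limit was not always enough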;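 further: 100% uses oxytocin at 75 nM as the full agonist control; some results filed as inactive read as strong as hits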
Target sequence (P30559 whole entry, looked up): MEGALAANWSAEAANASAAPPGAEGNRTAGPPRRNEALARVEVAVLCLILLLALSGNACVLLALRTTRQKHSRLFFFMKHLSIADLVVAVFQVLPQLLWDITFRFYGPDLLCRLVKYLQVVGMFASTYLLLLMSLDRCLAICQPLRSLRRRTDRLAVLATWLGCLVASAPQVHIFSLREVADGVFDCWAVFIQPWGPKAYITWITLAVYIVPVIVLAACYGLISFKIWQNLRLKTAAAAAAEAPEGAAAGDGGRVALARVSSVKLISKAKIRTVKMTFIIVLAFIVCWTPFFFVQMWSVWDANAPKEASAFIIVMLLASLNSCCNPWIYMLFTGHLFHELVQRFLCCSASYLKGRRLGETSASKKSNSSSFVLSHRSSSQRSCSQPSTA
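test system = CHO-OTR cells, human receptor | compound = single-point 3.0 µM | schedule = 6 min compound pre-incubation at room temperature, 100 s kinetic read | signal = Fluo-8 no-wash calcium dye fluorescence, excitation 470-495 nm, emission 515-575 nm | repeats = single well per compound, singlicate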
CHRM1 antagonist – antagonists of human M1 muscarinic receptor. P11229. CHO-K1 hM1, Fluo-8 calcium fluorescence, ACh EC80 antagonist. inhibition, % at 3 µM. 360,000 compounds, 1.3% hits. AID 588852;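 active means percent inhibition above its own plate's cutoff, namely the mean of that plate's compound wells plus 3 SD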;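 further: peak over basal fluorescence ratio during 140 s after agonist addition; 0% = ACh EC80 plus DMSO and 100% = DMSO alone without agonist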
Target sequence (P11229 whole entry, looked up): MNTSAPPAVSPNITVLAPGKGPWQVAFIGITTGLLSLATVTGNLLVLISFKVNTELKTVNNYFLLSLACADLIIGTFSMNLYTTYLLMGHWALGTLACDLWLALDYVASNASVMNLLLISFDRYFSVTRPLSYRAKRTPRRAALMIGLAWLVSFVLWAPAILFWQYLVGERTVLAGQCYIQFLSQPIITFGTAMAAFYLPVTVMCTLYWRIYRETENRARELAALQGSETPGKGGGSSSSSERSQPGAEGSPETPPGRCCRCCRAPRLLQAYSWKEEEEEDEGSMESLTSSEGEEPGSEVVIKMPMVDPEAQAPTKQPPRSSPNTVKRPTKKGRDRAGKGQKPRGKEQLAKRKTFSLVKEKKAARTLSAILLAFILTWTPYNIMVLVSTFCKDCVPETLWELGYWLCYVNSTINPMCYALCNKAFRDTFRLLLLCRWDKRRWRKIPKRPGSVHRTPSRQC
CHO parental Ca – signal in parental CHO cells, OX1R antagonist counter-screen; parental CHO-K1, ATP-induced calcium, Fluo-8 fluorescence; inhibition, % at 5.6 µM; 330,000 compounds, 0.63% hits; AID 463079;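 active means inhibition above that plate's mean sample inhibition plus 3 SD, cut at about 26% in these data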;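 further: 0% = ATP-challenged DMSO wells and 100% = DMSO wells without ATP; some compounds past the cut are filed as inactive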
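Measured by: calcium-sensitive Fluo-8 fluorescence / Test system: CHO parental line / Controls: ATP-challenged DMSO wells low, unchallenged DMSO wells high / Measure: % inhibition / Compound: single nominal dose of 5.6 µM per compound / Replicates: single well per compound, no replicates / Reagent: ATP as calcium-mobilizing challenge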
CHRM4 antagonist – blocks acetylcholine activation of human M4 receptor; P08173; CHO-hM4 cells, ACh EC80, Fluo-8 calcium fluorescence; inhibition, % at 3 µM; 360,000 compounds, 0.73% hits; AID 624125;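 active means inhibition above its plate's cutoff, the mean inhibition of sample wells plus 3 SD, cut at about 27% in these data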;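 further: 0% = acetylcholine EC80 with DMSO and 100% = DMSO without agonist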
CHO-K1 Ca antag – nonselective inhibitor or artifact in parental CHO-K1 cells. inhibition, % at 3 µM. ATP-induced calcium, Fluo-8 fluorescence. 360,000 compounds, 0.6% hits. AID 602250;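 active means inhibition above a per-plate cutoff, the plate's mean sample inhibition plus 3 SD, cut at about 24% in these data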;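 further: 0% = DMSO plus EC80 ATP and 100% = DMSO alone without ATP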
CHRM4 agonist – agonists of human muscarinic M4 receptor (CHRM4). 360,000 compounds, 0.14% hits. P08173. activation, % at 3 µM. CHO-K1 hM4/Gqi5, Fluo-8 calcium fluorescence; vehicle 0%, full acetylcholine response 100%;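 active means activation above the run mean over all test wells plus 3 SD, cut at about 32% in these data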;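 further: peak over basal fluorescence ratio per well then scaled between controls; 0% = DMSO wells and 100% = acetylcholine at EC100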
CHRM1 agonist – agonists of human M1 muscarinic receptor; activation, % at 3 µM; 360,000 compounds, 0.33% hits; CHO-K1 hM1, Fluo-8 calcium fluorescence, agonist mode; 0% DMSO, 100% acetylcholine EC100; AID 588814;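 active means activation above the run's mean compound activation plus 3 SD, cut at about 16% in these data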;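 further: peak over basal fluorescence ratio within a 140 s kinetic read after compound addition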
CHRM1 PAM – human CHRM1 positive allosteric modulation; CHO-K1 hM1, Fluo-8 calcium fluorescence, ACh EC20; 0% = ACh EC20, 100% = maximal ACh; activation, % at 3 µM; 360,000 compounds, 0.088% hits; in the data active means activation above about 19%, passing the limit was not always enough
Starred values were filed as active, the others as inactive; nt = no result given; & = joins results of further samples.

#1 CCOc1ccc(NC(=O)c2ccc(CC)s2)c([N+](=O)[O-])c1
#2 CCOc1ccc(Nc2ncnc3c2nnn3Cc2ccccc2)cc1
#3 Cc1cccc(N(CC(=O)NC2CCCC2)C(=O)c2c(C)noc2C)c1
#4 COc1ccc(OC)c(N2Cc3ccccc3C2)c1
#5 COc1ccc(C(CNC(=O)c2cccc(S(=O)(=O)Nc3ccc(C)cc3)c2)N2CCCCC2)cc1 (stereo not given)
#6 COCCNc1ncnc2c1ncn2[C@H]1CN(Cc2cccs2)C[C@@H](CO)O1
#7 Cc1ccc2nc(-c3cccc(SC4CCCCC4)c3)c(NCc3ccccc3)n2c1
#8 N#CC(C#N)=C(Nc1ccccc1)c1ccccc1
#9 Cc1cc(C)n(CC(=O)N/N=C/c2ccco2)n1
#10 COc1ccc(-c2cn[nH]c2N)cc1OC

Compound	1	2	3	4	5	6	7	8	9	10
M1 ag parental	1.9	-0.6	-0.7	0.3	1.2	0.0	-0.2&4.2	1.6	-0.1	0.2
OXTR potentiate	1	1	-16	-12	-12	nt	-6	0	4	-9
CHRM1 antagonist	-14	-1	-9	-12	6	0	18	8	-3	-8
CHO parental Ca	8	-15	-1	-15	-8	nt	-13	-8	11	-3
CHRM4 antagonist	-2	-29	3	10	-3	-4	13&25	-5	13	-16
CHO-K1 Ca antag	-15	-1	9	-6	7	0	-7&-12	-6	14	10
CHRM4 agonist	1	1	0	-1	5	0	7&12	3	1	1
CHRM1 agonist	-2	-2	0	-3	-5	-2	-5	-3	-2	0
CHRM1 PAM	13	3	4	12	-4	-1	-4	-5	8	9

#11 COc1ccccc1NC(=O)CSc1nnc(C)s1
#12 CSc1nnc(N2C(=O)C(O)=C(C(=O)c3ccc(C)o3)C2c2ccc(C)cc2)s1 (stereo not given)
#13 Cc1cc2c(c(C)c1Br)C(c1ccc3c(c1)OCO3)CC(=O)O2 (stereo not given)
#14 CC12CC(O)C3c4ccc(O)cc4CCC3C1CC/C2=N\O (stereo not given)
#15 CCOC(=O)CC(NC(=O)c1cccs1)c1ccc(OCC)cc1 (stereo not given)
#16 OC[C@@H]1[C@@H](c2ccc(Cl)cc2)C(c2ccccc2)=NN1c1ccccc1
#17 COc1ccc(OCC(=O)Nc2ccncc2)cc1
#18 CCOc1ccc(C(C)C)cc1S(=O)(=O)N1CCOCC1
#19 Cc1cc(OCC(=O)c2ccc(C(F)(F)F)cc2)n2cnnc2n1
#20 Cc1ccc(C(=O)Nc2cc(C)c(OCC(=O)N3CCOCC3)c(C)c2)cc1

Compound	11	12	13	14	15	16	17	18	19	20
M1 ag parental	1.5	0.6	1.1	3.6	0.5	0.8	4.5	0.6	0.5	1.1
OXTR potentiate	nt	-7	nt	-16	-11	nt	-12	-2	-11	-4
CHRM1 antagonist	-4	0	-20	-14	-10	8	-10	-4	-7	-4
CHO parental Ca	nt	-6	15	8	-22	-9	1	5	-9	3
CHRM4 antagonist	13	13	-11	7	3	3	9	-5	-6	4
CHO-K1 Ca antag	-17	4	-16	-12	-3	-6	-2	-12	-5	-3
CHRM4 agonist	1	2	0	2	1	-1	4	2	2	2
CHRM1 agonist	-5	-5	-2	2	-2	-7	5	-6	-1	-3
CHRM1 PAM	5	7	12	17	5	-8	-8	4	0	3

#21 O=C(CN1CCC(NC(=O)Nc2ccccc2)CC1)Nc1ccccc1F
#22 Cc1cccc(C)c1OCC(=O)NCC1COc2ccccc2O1 (stereo not given)
#23 CN(C)c1ccc(C(=N)Cc2ccc3ccccc3n2)cc1
#24 CCN1CC(CN(C)Cc2nc(-c3ccc(C(F)(F)F)cc3)no2)CC1=O (stereo not given)
#25 O=C(Nc1ccc(C(F)(F)F)cc1)c1cc(-c2cccnc2)nc2ccc(Br)cc12
#26 CCCCNC(=O)CSc1nc(Cc2ccccc2)nc2ccccc12
#27 O=C(CN1C(=O)c2cccc3cccc(c23)C1=O)N1CCN(c2ccccn2)CC1
#28 CSCCC(NC(=O)c1cc(CC(C)C)oc1C)C(=O)O (stereo not given)
#29 Cc1cc(C)c(S(=O)(=O)O)c(C)n1
#30 CCC1(c2ccc(F)cc2)NC(=O)N(CC(=O)N2c3ccccc3NC(=O)C2(C)C)C1=O (stereo not given)

Compound	21	22	23	24	25	26	27	28	29	30
M1 ag parental	0.9	-0.3	2.7	5.0	0.0	0.4	0.6	0.6	0.5	2.2
OXTR potentiate	-4	-10	nt	-4	-5	1	-6	-5	-9	-6
CHRM1 antagonist	-4	-7	-8	-2	-11	-5	-10	-23	-7	-13
CHO parental Ca	-9	-25	nt	-8	-10	-26	-10	5	-14	-6
CHRM4 antagonist	3	-3	2	9	-2	7	-8	6	-2	-1
CHO-K1 Ca antag	-6	-5	-6	-3	-14	-6	-8	-5	-12	-9
CHRM4 agonist	0	0	2	6	1	0	1	0	1	3
CHRM1 agonist	-4	-3	-2	2	-2	-7	-8	-3	-2	-1
CHRM1 PAM	4	1	-1	6	8	2	6	8	9	12

Another view of some results above.
nr	SMILES	M1 ag parental	OXTR potentiate	CHRM1 antagonist	CHO parental Ca	CHRM4 antagonist	CHO-K1 Ca antag	CHRM4 agonist	CHRM1 agonist	CHRM1 PAM
23	CN(C)c1ccc(C(=N)Cc2ccc3ccccc3n2)cc1	2.7	nt	-8	nt	2	-6	2	-2	-1
26	CCCCNC(=O)CSc1nc(Cc2ccccc2)nc2ccccc12	0.4	1	-5	-26	7	-6	0	-7	2
28	CSCCC(NC(=O)c1cc(CC(C)C)oc1C)C(=O)O (stereo not given)	0.6	-5	-23	5	6	-5	0	-3	8

Further results:
#31 O=C(CN1C(=O)CCC1=O)Nc1nc2c(F)cc(F)cc2s1
#32 CC(=O)c1ccc(OCC(=O)OCc2cc(-c3ccco3)on2)cc1
#33 COc1ccc(F)cc1S(=O)(=O)N1CCC2(CC1)OCCN2S(=O)(=O)c1cccs1
#34 Cc1ccc(N(CC(=O)NCc2ccco2)C(=O)CCC(=O)Nc2ccccn2)cc1C
#35 COC(=O)c1c(NC(=O)c2ccccc2F)sc2c1C(C(=O)OC)CC2 (stereo not given)
#36 CCN(CC)CCNC(=O)c1ccc(NC(=O)c2ccc(-n3cncn3)c([N+](=O)[O-])c2)cc1
#37 COc1cccc(N2[C@@H](CC(=O)O)c3cc(C(F)(F)F)ccc3S2(=O)=O)c1
#38 FC(F)(F)c1cc(-c2ccco2)nc(-n2cnc3ccccc32)n1
#39 CN(/N=C/c1ccc(-c2ccc([N+](=O)[O-])cc2)o1)c1ccccc1
#40 CC(=O)OCn1nnc2ccccc2c1=O

Compound	31	32	33	34	35	36	37	38	39	40
M1 ag parental	5.1	0.2	6.2	1.2	0.2	0.8	-0.2	0.4	17*	0.5
OXTR potentiate	-4	3	-8	-7	-13	nt	-9	-7	-15	-11
CHRM1 antagonist	4	-2	-2	-5	-7	-14	10	-2	4	0
CHO parental Ca	-3	-9	-7	-29	-20	nt	1	-6	53*	-19
CHRM4 antagonist	-15	-10	-2	6	8	-1	2	7	10	2
CHO-K1 Ca antag	4	-10	-6	-10	2	-5	-2	-5	30*	-8
CHRM4 agonist	15	3	6	2	0	0	1	0	16	0
CHRM1 agonist	0	-6	0	-5	-3	-10	-2	-5	16	-5
CHRM1 PAM	-9	3	0	-1	4	7	-1	3	2	4

#41 COc1cc(C(=O)NCCC(=O)N2CCN(C)CC2)cc(OC)c1OC
#42 O=C(O)C1CCN(C(=O)c2ccc(Cl)cc2)CC1
#43 CC(=O)c1cccc(NC(=S)NC(=O)c2ccc(Br)cc2)c1
#44 CCN(CC)S(=O)(=O)c1cccc(NC(=O)c2ccccc2Br)c1
#45 NC(=O)C1=NOC(CNc2ncc(C(F)(F)F)cc2Cl)C1 (stereo not given)
#46 Cc1nc(N/N=C/c2ccc(O)cc2)c2cnn(-c3ccccc3)c2n1
#47 O=C(CSc1nnc(Cc2ccccc2)c(=O)[nH]1)Nc1ccccc1
#48 Cc1ccc(NC(=O)CN(C)C(=O)Nc2ccc(C)cc2)cc1
#49 O=C(CN1CCC(n2nnc3cc(F)ccc32)CC1)N1CCCc2ccccc21
#50 CC(C)CC(=O)Nc1c2c(nn1-c1ccc(F)cc1)CS(=O)C2 (stereo not given)

Compound	41	42	43	44	45	46	47	48	49	50
M1 ag parental	-0.1	2.8	0.5	1.5	0.5	3.8	0.5	0.9	0.4	2.7
OXTR potentiate	0	-8	-7	-6	-10	-11	5	1	-7	-4
CHRM1 antagonist	-10	1	-3	2	-14	7	-3	-5	-16	-1
CHO parental Ca	-6	14	-10	-16	0	-2	-15	-3	-3	-9
CHRM4 antagonist	-12	3	0	-6	10	-8	-9	1	-2	-1
CHO-K1 Ca antag	-23	6	5	13	-15	-18	-7	-15	-13	10
CHRM4 agonist	2	2	0	5	0	9	0	0	4	1
CHRM1 agonist	-5	-3	-6	-7	-1	-4	-2	-3	-5	-3
CHRM1 PAM	8	2	4	-1	10	-1	1	8	12	0

#51 O=C(NNC(=O)c1cc2cc(OC(F)(F)F)ccc2[nH]1)c1ccc(Cl)cc1
#52 O=C(Cc1ccccc1)NNc1ccc2ccccc2c1
#53 Cc1cc(C)c(C#N)c(Nc2ccccc2F)n1
#54 Cc1ccc(NC(=O)CCN2C(=O)NC3(CCCC3)C2=O)cc1S(=O)(=O)N1CCOCC1
#55 O=C(CSc1nnc(CNC(=O)c2ccco2)o1)Nc1cccc(Cl)c1
#56 O=C(O)c1sccc1Oc1ccc(F)cc1[N+](=O)[O-]
#57 COc1ccccc1/C=C/C(=O)c1ccccc1
#58 COc1cc(C(=O)Nc2nnc(CC(C)C)s2)c([N+](=O)[O-])cc1OC
#59 CCOC(=O)C(=O)N1CCN(c2ccccc2OC)CC1
#60 COc1ccccc1-c1c(C(F)(F)F)oc2cc(OC(=O)c3cccc([N+](=O)[O-])c3C)ccc2c1=O
#61 CCN(c1ccccc1)S(=O)(=O)c1ccc(C(=O)OC(C)C(=O)NCCC2=CCCCC2)cc1 (stereo not given)

Compound	51	52	53	54	55	56	57	58	59	60	61
M1 ag parental	0.2	1.5	-0.8	0.1	1.4	0.1	-1.1	-0.5	-0.1	2.0	0.8
OXTR potentiate	-1	0	-4	0	-21	-6	nt	-1	-1	-5	-4
CHRM1 antagonist	-6	0	-8	-10	4	7	-9	-1	1	0	-4
CHO parental Ca	5	-4	-11	-12	-15	-4	nt	0	-8	-6	-8
CHRM4 antagonist	-3	2	5	-10	-7	0	1	-5	-8	3	2
CHO-K1 Ca antag	-4	-11	1	-17	0	2	-14	9	-16	-2	-13
CHRM4 agonist	1	0	-1	0	2	-1	-3	1	0	4	-1
CHRM1 agonist	-2	-2	-3	-2	-1	-3	-4	4	-2	0	-9
CHRM1 PAM	10	4	3	14	0	-10	3	10	3	-3	7
